Screens from PubChem.
PI4K2A inh: qHTS for small molecular inhibitors of PI4K2A. Phosphatidylinositol 4-kinase type 2-alpha (Homo sapiens), Q9BTU6. purified PI4K2A, ADP-Glo luminescence, 1 h; stronger effect = lower value. activity change, negative = inhibition, % at 76.9 µM. 420,000 compounds, 0.13% hits. AID 1346378, 2018; in the data active means activity change below about -50%; inconclusive means mostly about -30% to -49%;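 further: -100% = wells without enzyme as full effect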
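Compounds are screened against recombinant PI4K2A using PI as substrate and ATP, the latter dispensed at 300 microM. Reactions run one hour at ambient temperature before ADP-Glo detection; full inhibition defined by wells lacking enzyme.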
Pin1 inhibitor: qHTS Assay to Find Inhibitors of Pin1; Potency, µM (doses to about 115 µM), inactives show top-dose activity, negative = inhibition, usual class: inhibitors; Peptidyl-prolyl cis-trans isomerase NIMA-interacting 1 (Homo sapiens), Q13526; Pin1 FP peptide displacement, HiFluor488, 10 min; 390,000 compounds, 0.009% hits; AID 504891, 2011; active means well fitted inhibition curve with a large enough effect in the polarisation, with a control signal flat, not every such curve was filed as active; inconclusive means small, poorly fitted or top-dose-only effect, or effect the other way, or a change in a side signal; inactive means no such curve, though single readings can be large or run the other way; the % refers to the polarisation; further: potency means the concentration at half of the fitted maximal effect; on the % scale 0 is the no-effect control and ±100 the full control effect
HP1b binding inh: HTS for Inhibitors of HP1-beta Chromodomain Interactions with Methylated Histone Tails; 390,000 compounds, 0.56% hits; AlphaScreen HP1-beta / biotin-H3K9me3 peptide binding; Potency, µM (highest dose often 114 µM), inactives show at the highest dose activity change, negative = inhibition, most hits filed as inhibitors; further: potency means the concentration at half of the fitted maximal effect; nearly all actives have a fitted effect of over 70% in size; inactives centre near 23
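Compound inhibition of the preformed complex between 50 nM HP1-beta and 50 nM biotinylated H3K9me3 peptide was read by AlphaScreen. Buffer was PBS pH 7.4 with 0.01% Tween-20. Incubations ran 30 min at room temperature, with 10 ug/mL donor/acceptor beads.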
GLS inhibitor: qHTS for Inhibitors of Glutaminase (GLS). Glutaminase kidney isoform, mitochondrial (Homo sapiens), O94925. GLS enzymatic activity, qHTS titration. Potency, µM (highest dose often 45.5 µM), for inactives: top-dose activity change, negative = inhibition, actives largely listed as inhibitors. 410,000 compounds, 0.21% hits. AID 624170, 2012; further: potency means the concentration at half of the fitted maximal effect; on the % scale 0 is the no-effect control and ±100 the full control effect
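hKGA in 45 mM KH2PO4 pH 8.2, 0.02% Tween-20 with pin-transferred compounds; 1 mM L-glutamine (stock) plus glutamate oxidase/HRP/Amplex Red coupling added. Fluorescence read initially and after 30 min at RT.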
G9a block: qHTS Assay for Inhibitors of Histone Lysine Methyltransferase G9a | Histone-lysine N-methyltransferase EHMT2 (Homo sapiens), Q96KQ7 | G9a H3K9 monomethylation, AlphaScreen, 2 h | Potency, µM (titrated, usually from 102 µM), inactives show at the highest dose activity, negative = inhibition, usual class: inhibitors | 350,000 compounds, 8.8% hits | AID 504332, 2011; further: potency means the concentration at half of the fitted maximal effect; on the % scale 0 is the no-effect control and ±100 the full control effect; nearly all actives have a fitted effect of over 75% in size
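Enzyme 20 nM + cpd, 15 min RT; add b-H3K9 pep 500 nM / SAM 20 uM; 2 h RT; anti-H3K9me1 Ab 0.5 ug/mL + SA donor / anti-rabbit acceptor beads 20 ug/mL each, 10 min; AlphaScreen read.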
ERG-DNA inh: qHTS for Small Molecule Inhibitors of the ERG Ets/DNA interaction. Transcriptional regulator ERG (Homo sapiens), P11308. fluorescence polarization, His-ERG Ets domain / labelled DNA. Potency, µM (titrated, usually from 76.9 µM), for the others: top-dose FP activity, negative = inhibition, actives largely listed as inhibitors. 370,000 compounds, 0.028% hits. AID 624246, 2012; active means well fitted inhibition curve with a large enough effect in the polarisation, with a control signal flat; inconclusive means small, poorly fitted or top-dose-only effect, or effect the other way, or a change in a side signal; inactive means no such curve, though single readings can be large or run the other way; the % refers to the polarisation;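 further: polarization taken with two DNA probes labelled with fluorescein and Texas red; potency means the concentration at half of the fitted maximal effect; % of control where 0% means no effect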
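His-tagged ERG Ets domain (1 uM in the protein solution; 300mM KCl, 50mM Tris-HCl, 1mM EDTA, 1mM DTT, pH 7.5) received compound, then a probe mix of 5 nM fluorescein-DNA and 100nM Texas-615-DNA. Fluorescence polarization was read for both dyes.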
BAZ2B block: qHTS Assay for Inhibitors of BAZ2B; 360,000 compounds, 4.4% hits; Potency, µM (titrated, usually from 114 µM), for the others: at the highest dose activity change, negative = inhibition, hits mostly inhibitors; AID 504333, 2011; Bromodomain adjacent to zinc finger domain protein 2B (Homo sapiens), Q9UIF8; AlphaScreen BAZ2B-H3K14Ac peptide displacement; further: potency means the concentration at half of the fitted maximal effect; on the % scale 0 is the no-effect control and ±100 the full control effect; nearly all actives have a fitted effect of over 60% in size
Target sequence (Q9UIF8 whole entry, looked up, the tested form may be a part): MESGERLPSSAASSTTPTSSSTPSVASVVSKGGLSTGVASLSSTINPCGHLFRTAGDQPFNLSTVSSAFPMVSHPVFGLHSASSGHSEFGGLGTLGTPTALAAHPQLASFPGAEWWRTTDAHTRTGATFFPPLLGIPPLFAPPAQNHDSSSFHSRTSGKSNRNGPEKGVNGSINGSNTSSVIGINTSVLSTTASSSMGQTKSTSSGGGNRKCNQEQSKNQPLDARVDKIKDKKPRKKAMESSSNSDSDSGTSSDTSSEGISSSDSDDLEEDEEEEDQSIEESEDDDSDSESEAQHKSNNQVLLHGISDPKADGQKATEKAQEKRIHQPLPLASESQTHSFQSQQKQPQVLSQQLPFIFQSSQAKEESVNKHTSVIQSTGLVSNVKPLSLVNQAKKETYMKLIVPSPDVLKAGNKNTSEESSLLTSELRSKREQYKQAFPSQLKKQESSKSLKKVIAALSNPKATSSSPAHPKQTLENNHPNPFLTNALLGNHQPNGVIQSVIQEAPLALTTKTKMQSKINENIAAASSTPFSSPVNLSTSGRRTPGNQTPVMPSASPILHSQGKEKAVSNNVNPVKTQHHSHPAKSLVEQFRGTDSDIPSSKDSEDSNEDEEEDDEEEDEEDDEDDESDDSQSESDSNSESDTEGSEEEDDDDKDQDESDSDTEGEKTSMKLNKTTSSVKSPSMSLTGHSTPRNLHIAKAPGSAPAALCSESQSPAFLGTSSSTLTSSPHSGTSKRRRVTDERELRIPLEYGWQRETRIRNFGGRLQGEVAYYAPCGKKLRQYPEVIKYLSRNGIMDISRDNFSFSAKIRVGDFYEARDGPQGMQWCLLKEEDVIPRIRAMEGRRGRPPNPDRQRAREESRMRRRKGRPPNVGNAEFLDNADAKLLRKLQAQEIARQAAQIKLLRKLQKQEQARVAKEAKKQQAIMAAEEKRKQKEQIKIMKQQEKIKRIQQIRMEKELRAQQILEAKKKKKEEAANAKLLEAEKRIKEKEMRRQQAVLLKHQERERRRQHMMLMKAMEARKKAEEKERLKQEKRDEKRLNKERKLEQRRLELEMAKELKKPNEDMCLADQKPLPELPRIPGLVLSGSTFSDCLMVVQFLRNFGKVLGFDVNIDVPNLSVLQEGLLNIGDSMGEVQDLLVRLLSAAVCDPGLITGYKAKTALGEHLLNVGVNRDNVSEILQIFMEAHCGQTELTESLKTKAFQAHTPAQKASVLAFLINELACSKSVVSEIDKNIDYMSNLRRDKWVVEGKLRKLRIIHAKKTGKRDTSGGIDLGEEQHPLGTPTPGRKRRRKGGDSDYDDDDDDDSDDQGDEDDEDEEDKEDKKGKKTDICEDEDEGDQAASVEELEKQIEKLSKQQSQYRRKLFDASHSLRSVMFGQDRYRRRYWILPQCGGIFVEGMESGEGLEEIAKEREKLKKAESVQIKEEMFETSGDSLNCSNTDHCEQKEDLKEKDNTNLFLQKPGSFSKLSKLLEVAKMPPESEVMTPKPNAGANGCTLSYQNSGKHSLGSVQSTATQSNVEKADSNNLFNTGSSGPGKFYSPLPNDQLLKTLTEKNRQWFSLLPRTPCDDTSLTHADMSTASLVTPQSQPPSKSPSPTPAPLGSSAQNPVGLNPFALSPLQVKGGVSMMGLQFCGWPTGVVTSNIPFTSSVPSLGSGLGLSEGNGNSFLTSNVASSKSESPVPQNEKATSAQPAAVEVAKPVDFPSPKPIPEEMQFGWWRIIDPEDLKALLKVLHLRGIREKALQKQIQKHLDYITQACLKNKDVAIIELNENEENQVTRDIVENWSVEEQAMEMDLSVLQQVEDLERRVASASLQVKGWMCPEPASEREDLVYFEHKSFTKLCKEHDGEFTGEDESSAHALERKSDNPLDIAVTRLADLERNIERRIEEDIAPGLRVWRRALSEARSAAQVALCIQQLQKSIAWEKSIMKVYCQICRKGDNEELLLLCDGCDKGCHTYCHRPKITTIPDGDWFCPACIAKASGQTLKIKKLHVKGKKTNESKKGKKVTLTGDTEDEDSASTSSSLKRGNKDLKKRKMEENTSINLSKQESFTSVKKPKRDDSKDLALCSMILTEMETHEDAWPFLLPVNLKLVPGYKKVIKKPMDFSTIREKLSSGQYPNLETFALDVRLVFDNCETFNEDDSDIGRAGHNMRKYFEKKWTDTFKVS
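Complex of BAZ2B and biotin-H3K14Ac (50 nM apiece) forms over 30 min at RT, then faces library compounds up to 110 uM for another 30 min; AlphaScreen beads added, 20 min dark incubation, luminescence read.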
JMJD2A Tudor inh: qHTS Assay for Inhibitors of JMJD2A-Tudor Domain; Lysine-specific demethylase 4A (Homo sapiens), O75164; AlphaScreen JMJD2A-Tudor / H3K4me3 peptide binding; Potency, µM (series often up to 114 µM), without a hit: at the highest dose activity change, negative = inhibition, usual class: inhibitors; 390,000 compounds, 4.4% hits; AID 504339, 2011; further: potency means the concentration at half of the fitted maximal effect; on the % scale 0 is the no-effect control and ±100 the full control effect; nearly all actives have a fitted effect of over 50% in size
PGK inhibitor: qHTS Assay to Find Inhibitors of Phosphoglycerate Kinase | PGK/GAPDH coupled, Kinase-Glo luminescence, 60 min | Potency, µM (top dose mostly 57.5 µM), for inactives: top-dose activity change, negative = inhibition, hits mostly inhibitors | Phosphoglycerate kinase, glycosomal (Trypanosoma brucei brucei), P07378 | 380,000 compounds, 0.043% hits; further: potency means the concentration at half of the fitted maximal effect; on the % scale 0 is the no-effect control and ±100 the full control effect; nearly all actives have a fitted effect of over 60% in size
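Luminescent ATP detection (Kinase-Glo Plus) follows a 60-minute room-temperature incubation, with wells lacking PGK as controls. Buffer: 100 mM TEA (pH 7.6), 5 mM MgCl2, 0.01% Tween-20. Coupling enzyme GAPDH (100 nM final) supplies unstable 1,3-BPG in-well.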
The depositor's hits bear a star; i = inactive; ? = inconclusive; . = not tested or not shown; & = joins results of further samples; [ ] = another dose, or the depositor's remark. Unless noted, the call rests on the fitted dose curve; in most records, active means well fitted curve in the direction sought with a large enough effect; inconclusive means small, poorly fitted or top-dose-only effect, or another doubt; inactive means no such curve, though single readings can be large; an effect the other way counts as inactive or inconclusive. Not all compounds are listed. The share of hits here may be higher or lower than overall.

SMILES | PI4K2A inh | Pin1 inhibitor | HP1b binding inh | GLS inhibitor | G9a block | ERG-DNA inh | BAZ2B block | JMJD2A Tudor inh | PGK inhibitor
C/C=C1/CC(C)C(C)(O)C(=O)OCC2CCN3CCC(OC1=O)C23 (stereo not drawn) | 0 | ? | 44%[activator] | 0% | 0% | -5% | 1% | -4% | -3%
CN1CCN(c2ccc([N+](=O)[O-])c3cccnc23)CC1 | 6 | 8% | 8% | 7% | . | 12% | -6% | -10% | -1%
C#CCN1CCN(c2cccc(C(F)(F)F)c2)CC1 | 3 | -3% | 30% | -8% | 11% | 4% | 4% | 0% | -2%
COP(=O)(OC)C(NC(=O)/C=C/c1ccccc1)C(Cl)(Cl)Cl (stereo not drawn) | -21 | 2% | -2% | 19% | ? | 5% | 2% | -11%[11.4 µM] | 7%
Cc1c(NS(=O)(=O)c2ccccc2)ccc([N+](=O)[O-])c1Cl | -1 | -2% | 9%[57 µM] | 11% | . | 1% | . | -18% | -3%
C=C1C(=O)O[C@@H]2C[C@@H](C)[C@@H]3C=CC(=O)[C@@]3(C)[C@@H](OC(=O)CC(=O)O[C@H]3[C@@H]4C(=C)C(=O)O[C@@H]4C[C@@H](C)[C@@H]4C=CC(=O)[C@]43C)[C@H]12 | -70* | 57%[activator] | 27% | -17% | ? | 3% | -13% | -33% | ?
Cn1c(O)c(C=NCCN2CCN(C(=O)Nc3ccccc3)CC2)c(=O)n(C)c1=O | 0 | 1% | 27% | 5% | . | -2% | -1% | -7% | 0%
CC(=O)O[C@@H]1CC[C@]2(C)C3CC[C@]4(C)C(=O)[C@H](O)CC4C3[C@@H](OC(C)=O)C[C@H]2C1 (stereo partly drawn) | 4 | -11% | 17%[57 µM] | -4% | . | 1% | . | -9% | i
Clc1cccc(Cl)c1C1N2CCCN12 (stereo not drawn) | -2 | -10% | 57%[activator] | 1% | -6% | 7% | 10% | 1% | 0%
COc1ccc(-n2c(-c3ccco3)nc3ccccc3c2=O)cc1 | 6 | 0% | 17% | 3% | -43% | -3% | 0% | -8% | 3%
COC(=O)C1=C(c2ccc(S(C)(=O)=O)cc2)C[C@@H]2CC[C@H]1N2C(=O)N1CCCC1 | 5 | 0% | 36% | 2% | . | -11% | . | -2% | i
O=c1c2ccccc2nc(/C=C/c2ccc3c(c2)OCO3)n1-c1cccc(O)c1 | 3 | 11% | 16% | 20% | 19%[59 µM] | 6% | -33% | -18% | -3%
Cc1ccc(/C=C2\C(=O)NC(=O)N(CC3CCCO3)C2=O)s1 (stereo not drawn) | 93 | 4% | 27% | -16% | ? | 6% | ? | -23% | -6%
CC(=O)OC12COC1CC(O)C1(C)C(=O)C(O)C3=C(C)C(O)CC(O)(C(OC(=O)c4ccccc4)C21)C3(C)C (stereo not drawn) | 1 | 8% | 20% | 7% | . | 4% | . | -3% | 0%
COc1cc(OC)c(OC)cc1C=O | -9 | -10% | 38% | 2% | -5%[2.33 µM] | 0% | . | -12% | i
O=C(COC(=O)Cc1ccccc1)Nc1nnc(-c2ccccc2)o1 | -3 | -10% | 42%[activator] | 23% | 0%[0.501 µM] | -6% | -11% | -21% | 5%
Cc1cc(NC(=O)COC(=O)c2c(C)nn(Cc3ccccc3Cl)c2Cl)no1 | 3 | -4% | 24% | 1% | -19%[2.33 µM] | 1% | -28% | -21% | -8%
O=C1NC(=O)C(=Cc2ccc(OCCOc3ccc([N+](=O)[O-])cc3)cc2)C(=O)N1 | -24 | 0% | -4% | ? | 22µM* | -2% | 45µM* | 50µM* | -18%
CCCCCCn1c(O)c(C=Nc2c(C)n(C)n(-c3ccccc3)c2=O)c(=O)[nH]c1=O | -10 | 9% | 18% | -2% | -22%[12.7 µM] | 13% | -32% | 2% | -3%
Cn1cnc2cc(NC(=O)c3ccc(Cl)cc3)ccc21 | -3 | -2% | 45%[activator] | -6% | -25%[59 µM] | 1% | -6% | -4% | -2%
CNC(C(=O)c1ccccc1)C(OC)c1cccc([N+](=O)[O-])c1 (stereo not drawn) | -1 | 15% | 40% | -2% | 56µM* | 12% | -4% | -12% | -8%
COc1cccc(CN2C(=O)C3(SCC(=O)N3c3ccc(C)c(Cl)c3)c3ccccc32)c1 (stereo not drawn) | 1 | 8% | -4% | -15% | ? | 6% | -26% | -25% | 0%
CN1CCN(c2c[nH]c(=O)[nH]c2=O)CC1 | 0 | 3% | 60%[activator] | 25% | -16%[59 µM] | 8% | 0% | -3% | -3%
CCc1ccccc1NC(=O)CSc1nnc([C@@H](N)Cc2c[nH]c3ccccc23)o1 | -3 | -1% | 25% | 11% | . | -10% | -5% | -27% | 9%
C[C@H]1COC2=C1C(=O)C(=O)c1c2ccc2c1CCCC2(C)C | -26 | . | ? | -4% | -169%[59 µM] | -7% | 14µM* | 32µM* | -9%
CCC1CCCCN1CC(=O)c1ccc(OC(F)F)cc1 (stereo not drawn) | 0 | ? | 53%[activator] | -4% | 14µM* | -12% | 1% | -1% | i
Cc1ccc(-n2c(O)c(/C=N/N3CCCCC3c3cccnc3)c(=O)[nH]c2=S)cc1 (stereo not drawn) | 2 | 83%[activator] | 43%[activator] | 25% | ? | 31%[activator] | -32% | -16% | 7%
Cc1ccsc1C(=O)C1CCCN(Cc2cc3ccccc3o2)C1 (stereo not drawn) | 1 | -1% | 49%[activator] | -1% | 11%[59 µM] | 9% | -20% | -9% | -1%
CC1CN1P(=S)(c1ccccc1)N1CC1C (stereo not drawn) | 1 | -6% | 0% | 1% | . | -6% | . | -16% | -3%
CCOC(=O)CC1=C(C(=O)OCC)C2(C(=O)N1)C(C(=O)OC)=C(N)Oc1ccccc12 (stereo not drawn) | 4 | -5% | 12% | 1% | 0%[59 µM] | 4% | 5% | -16% | -1%
COc1cc(/C=C/c2nc3ccccc3c(=O)n2-c2ccc(O)cc2)ccc1O | -1 | ? | -10% | -12% | -15% | 20% | ? | ? | -8%
Cc1c(C(c2ccc(O)cc2)c2c(O)c3ccccc3oc2=O)c(=O)n(-c2ccccc2)n1C (stereo not drawn) | 1&-3 | -2%&-1% | 36%&25% | 3%&3% | -20%[59 µM] | -11%&-6% | -9%&2% | -9%&-4% | -10%&-6%
CC(C)(C)OC(=O)N(CCc1ccccc1)Cc1ccc(OCc2cccc(NC(=O)c3ccccc3)c2)cc1 | 1 | ? | 22% | 1% | . | 105%[activator] | . | -24% | 1%
COc1ccc(-n2c(Cc3ccccc3)nc3ccccc3c2=O)cc1 | 2 | 2% | 30% | 1% | 24% | -4% | -16% | -20% | -7%
COc1ccccc1OCCCn1cc(C(C)=O)c2ccccc21 | -4 | -1% | 14% | -7% | 36% | 0% | -21% | 1% | 1%

Six consecutive entries already listed, for reference:
SMILES | PI4K2A inh | Pin1 inhibitor | HP1b binding inh | GLS inhibitor | G9a block | ERG-DNA inh | BAZ2B block | JMJD2A Tudor inh | PGK inhibitor
C[C@H]1COC2=C1C(=O)C(=O)c1c2ccc2c1CCCC2(C)C | -26 | . | ? | -4% | -169%[59 µM] | -7% | 14µM* | 32µM* | -9%
CCC1CCCCN1CC(=O)c1ccc(OC(F)F)cc1 (stereo not drawn) | 0 | ? | 53%[activator] | -4% | 14µM* | -12% | 1% | -1% | i
Cc1ccc(-n2c(O)c(/C=N/N3CCCCC3c3cccnc3)c(=O)[nH]c2=S)cc1 (stereo not drawn) | 2 | 83%[activator] | 43%[activator] | 25% | ? | 31%[activator] | -32% | -16% | 7%
Cc1ccsc1C(=O)C1CCCN(Cc2cc3ccccc3o2)C1 (stereo not drawn) | 1 | -1% | 49%[activator] | -1% | 11%[59 µM] | 9% | -20% | -9% | -1%
CC1CN1P(=S)(c1ccccc1)N1CC1C (stereo not drawn) | 1 | -6% | 0% | 1% | . | -6% | . | -16% | -3%
CCOC(=O)CC1=C(C(=O)OCC)C2(C(=O)N1)C(C(=O)OC)=C(N)Oc1ccccc12 (stereo not drawn) | 4 | -5% | 12% | 1% | 0%[59 µM] | 4% | 5% | -16% | -1%
